Screening results deposited in PubChem by The Scripps Research Institute Molecular Screening Center.
M4 antag: blocks acetylcholine activation of human M4 receptor; inhibition, % at 3 µM; CHO-hM4 cells, ACh EC80, Fluo-8 calcium fluorescence; 0.73% of 360,000 active; P08173; AID 624125;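 active means inhibition above its plate's cutoff, the mean inhibition of sample wells plus 3 SD, cut at about 27% in these data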;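 further: 0% = acetylcholine EC80 with DMSO and 100% = DMSO without agonist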
Target sequence (P08173 whole entry, looked up): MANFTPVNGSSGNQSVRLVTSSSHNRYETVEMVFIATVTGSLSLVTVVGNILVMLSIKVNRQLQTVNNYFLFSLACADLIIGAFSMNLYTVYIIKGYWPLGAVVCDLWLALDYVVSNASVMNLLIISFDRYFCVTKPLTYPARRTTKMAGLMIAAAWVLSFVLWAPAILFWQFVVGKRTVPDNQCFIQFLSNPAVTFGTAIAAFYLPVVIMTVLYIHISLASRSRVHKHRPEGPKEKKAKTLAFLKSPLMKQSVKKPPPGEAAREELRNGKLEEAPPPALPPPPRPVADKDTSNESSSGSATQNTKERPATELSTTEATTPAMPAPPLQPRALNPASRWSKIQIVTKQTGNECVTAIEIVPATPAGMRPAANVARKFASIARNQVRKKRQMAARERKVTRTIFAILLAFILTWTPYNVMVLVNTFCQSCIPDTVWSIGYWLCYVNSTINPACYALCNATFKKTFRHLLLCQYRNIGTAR
CHRM4 agonist: agonists of human muscarinic M4 receptor (CHRM4); P08173; CHO-K1 hM4/Gqi5, Fluo-8 calcium fluorescence; vehicle 0%, full acetylcholine response 100%; activation, % at 3 µM; 0.14% of 360,000 active; AID 624127;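 active means activation above the run mean over all test wells plus 3 SD, cut at about 32% in these data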;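 further: peak over basal fluorescence ratio per well then scaled between controls; 0% = DMSO wells and 100% = acetylcholine at EC100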
M1 ag parental: counter-screen for M1 agonists: effect in parental CHO-K1 cells; activation, % at 3 µM; AID 602248; Fluo-8 calcium fluorescence; scaled to maximal ATP response, vehicle zero; 0.48% of 360,000 active; in the data active means activation above about 15%;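 further: untransfected CHO-K1 host cells lacking M1 receptor as counterscreen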
CHRM5 agonist: agonists of human muscarinic M5 receptor (CHRM5) | P08912 | CHO-K1 hM5 cells, Fluo-8 calcium fluorescence; 0% DMSO wells, 100% maximal acetylcholine response | activation, % at 3 µM | 0.19% of 360,000 active | AID 624037;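 active means activation above the run's mean over test compounds plus 3 SD, cut at about 23% in these data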;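 further: signal is peak over basal fluorescence ratio across the kinetic read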
Target sequence (P08912 whole entry, looked up): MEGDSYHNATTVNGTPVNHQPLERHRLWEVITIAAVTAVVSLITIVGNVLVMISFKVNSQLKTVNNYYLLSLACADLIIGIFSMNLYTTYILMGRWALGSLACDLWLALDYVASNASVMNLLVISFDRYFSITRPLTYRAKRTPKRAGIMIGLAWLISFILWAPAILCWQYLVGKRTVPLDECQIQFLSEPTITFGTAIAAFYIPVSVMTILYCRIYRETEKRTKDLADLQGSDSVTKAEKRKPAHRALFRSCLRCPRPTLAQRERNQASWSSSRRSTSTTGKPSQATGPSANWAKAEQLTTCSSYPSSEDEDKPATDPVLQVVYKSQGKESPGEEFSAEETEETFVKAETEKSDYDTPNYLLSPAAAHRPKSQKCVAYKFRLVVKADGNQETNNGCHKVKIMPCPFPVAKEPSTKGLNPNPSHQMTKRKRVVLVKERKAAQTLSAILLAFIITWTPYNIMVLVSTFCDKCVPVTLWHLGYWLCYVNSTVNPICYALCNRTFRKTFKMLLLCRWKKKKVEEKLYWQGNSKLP
CHRM5 antagonist: CHRM5 antagonism in calcium assay; 0.59% of 360,000 active; P08912; AID 624040; inhibition, % at 3 µM; CHO-hM5 cells, Fluo-8 calcium fluorescence, ACh EC80;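 active means inhibition above a per-plate cutoff, the mean of that plate's test compounds plus 3 SD, cut at about 27% in these data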;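 further: 0% = acetylcholine EC80 with DMSO and 100% = DMSO without agonist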
CHO-K1 Ca antag: counter-screen for M1 antagonists: effect in parental CHO-K1 cells | ATP-induced calcium, Fluo-8 fluorescence | inhibition, % at 3 µM | 0.6% of 360,000 active | AID 602250;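 active means inhibition above a per-plate cutoff, the plate's mean sample inhibition plus 3 SD, cut at about 24% in these data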;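 further: 0% = DMSO plus EC80 ATP and 100% = DMSO alone without ATP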
M4 PAM: CHRM4 positive allosteric modulation. P08173. CHO-K1 hM4/Gqi5, Fluo-8 calcium fluorescence, ACh EC20; 0% = ACh EC20, 100% = maximal ACh. activation, % at 3 µM. 0.4% of 360,000 active. AID 624126;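 active means activation above its plate's cutoff, the mean activation of sample wells plus 3 SD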; further: some results filed as inactive read as strong as hits
M1 PAM parental: nonselective activator or artifact in parental CHO-K1 calcium assay. ATP EC20, Fluo-8 calcium fluorescence; 0% at ATP EC20, 100% at ATP max. activation, % at 3 µM. 0.02% of 360,000 active. AID 602247;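 active means activation above the run cutoff, the mean activation of all test compounds plus 3 SD, cut at about 40% in these data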;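 further: peak over basal fluorescence ratio in a 140 s read after ATP addition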
CHRM5 PAM: CHRM5 positive allosteric modulation | 0.3% of 360,000 active | CHO-K1 hM5, Fluo-8 calcium, ACh EC20 PAM; 0% = ACh EC20, 100% = ACh EC100 | activation, % at 3 µM | P08912;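 active means activation above the run cutoff, the mean activation of all test compounds plus 3 SD, cut at about 18% in these data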
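Assay system: CHO-K1 hM5 cells. Also added: acetylcholine at EC20 concentration, added after compound. Dosing: 3 µM, single dose. Times: compound preincubation 140 s before EC20 acetylcholine addition. Signal: Fluo-8 calcium fluorescence. Measure: % activation relative to EC20 and EC100 ACh responses. Repeats: singlicate, one well per test compound.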
* hit, by the source's call; . = no result given. Not a hit list; overall some 2.7% were active at least once.

SMILES	M4 antag	CHRM4 agonist	M1 ag parental	CHRM5 agonist	CHRM5 antagonist	CHO-K1 Ca antag	M4 PAM	M1 PAM parental	CHRM5 PAM
O=C(O)CCCn1cc(NC(=O)COc2ccccc2F)cn1	-25	1	0.2	0	-4	-10	9	-3	-3
COC(=O)C[C@@H]1C=C[C@@H](NS(=O)(=O)c2ccccc2OC)[C@@H](CO)O1	-6	2	.	0	5	.	-2	.	-7
CCOc1ccc(S(=O)(=O)N2CCN(C(=O)c3cccnc3)CC2)cc1	1	1	5.3	-3	4	-2	-4	-7	-1
CC(C)c1ccc(C2(O)C(=O)Nc3cc(Br)ccc32)c(O)c1 (configuration not stated)	6	2	3.4	-1	5	-6	2	-4	0
Nc1cc([N+](=O)[O-])ccc1Nc1ccc(O)cc1	6	5	3.0	-4	32*	12	-12	-26	-13
O=C(O)CN1C2=NCCCN2c2ccccc21	8	0	-0.6	-1	6	15	4	-15	-6
Cc1cccc(Cl)c1NC(=S)NN	5	1	2.2	-1	1	-1	-1	16	7
COCCn1c(C)cc(C2=NNC(=NC(C)(C)C)SC2)c1C	1	1	-0.2	3	3	-17	-1	13	11
CCN(CC)S(=O)(=O)c1ccc(C)c(NC(=O)CSc2ncc(C(F)(F)F)cc2Cl)c1	-5	2	0.6	-3	-13	-3	0	15	1
CC1(C)Cc2ccccc2C2=C(C(=O)N3CCCCCC3)C(=O)C(=O)N21	3	0	0.4	-1	-11	-8	2	26	-2
Clc1ccc(SCCCCn2cncn2)cc1	-5	1	0.8	-3	-8	5	3	4	5
O=C1Nc2ccccc2/C1=N\c1sc2c(c1C(=O)Nc1ccccc1)CCCC2	-4	1	-0.8	0	0	5	7	11	-5

The last 2 entries of the part above lead into the next:
SMILES	M4 antag	CHRM4 agonist	M1 ag parental	CHRM5 agonist	CHRM5 antagonist	CHO-K1 Ca antag	M4 PAM	M1 PAM parental	CHRM5 PAM
Clc1ccc(SCCCCn2cncn2)cc1	-5	1	0.8	-3	-8	5	3	4	5
O=C1Nc2ccccc2/C1=N\c1sc2c(c1C(=O)Nc1ccccc1)CCCC2	-4	1	-0.8	0	0	5	7	11	-5
Cc1cccc(NC(=O)c2nc[nH]c2C(=O)NC[C@H](C)O)c1	-10	1	0.7	1	11	1	7	7	-3
S=C(c1ccc(Cl)cc1)N1CCN(Cc2ccccc2)CC1	6	1	0.6	-2	-15	17	-7	-6	-4
Cc1ccc(C)c(Oc2ncnc(N)c2[N+](=O)[O-])c1	9	0	-0.2	-1	4	13	-2	-13	8
Cc1ccc(C(=O)N(CCC2=CCCCC2)c2c(N)n(Cc3ccccc3)c(=O)[nH]c2=O)o1	5	0	2.6	-3	2	-12	1	20	7
Nc1nc(CSc2ncccn2)nc(Nc2ccccc2)n1	-16	3	0.0	-5	7	-5	23	5	-11
Cc1ccc(S(=O)(=O)NCCCn2ccnc2)cc1	7	1	0.6	-3	8	-11	2	6	-9
CCCCOc1ccc(-c2nc(=S)[nH][nH]2)cc1	-2	-1	-0.3	-1	1	-8	-4	16	-4
COc1ccccc1-n1cc(-c2ccccc2)[nH]c1=S	-7	1	4.0	-4	0	6	-2	-10	-3
O=C(CSc1nc2ccccc2s1)Nc1cc(C(=O)O)cc(C(=O)O)c1	5	1	0.5	0	13	-10	2	-10	1
CCC(=O)NC(=S)Nc1ccc(NC(=O)c2cc3ccccc3o2)c(OC)c1	-2	0	0.0	0	-7	16	2	-15	5
CN(CC(=O)Nc1ccccc1Cl)C(=O)c1ccccc1SCC(=O)N1CCCC1	-16	2	0.4	3	-3	-9	6	7	-3
Cc1cc(C)cc(N(CC(=O)Nc2ccccc2-c2ccccc2)S(=O)(=O)c2ccccc2)c1	8	0	-0.1	-2	3	-6	-3	2	4

Ordered by the number under CHRM5 agonist (descending): 3 from the list above.
SMILES,CHRM5 agonist
CCC(=O)NC(=S)Nc1ccc(NC(=O)c2cc3ccccc3o2)c(OC)c1,0
S=C(c1ccc(Cl)cc1)N1CCN(Cc2ccccc2)CC1,-2
Nc1nc(CSc2ncccn2)nc(Nc2ccccc2)n1,-5

Look-ups from above:
Under CHRM5 PAM, O=C(CSc1nc2ccccc2s1)Nc1cc(C(=O)O)cc(C(=O)O)c1 shows 1
Under M4 antag, Cc1cccc(NC(=O)c2nc[nH]c2C(=O)NC[C@H](C)O)c1 shows -10
Under M4 antag, Nc1nc(CSc2ncccn2)nc(Nc2ccccc2)n1 shows -16

Next part:
SMILES	M4 antag	CHRM4 agonist	M1 ag parental	CHRM5 agonist	CHRM5 antagonist	CHO-K1 Ca antag	M4 PAM	M1 PAM parental	CHRM5 PAM
O=C(NCCCN1CCN(c2ccccc2F)CC1)C1CC(=O)N(C2CCCC2)C1 (configuration not stated)	1	0	0.1	-5	2	-2	-1	17	-8
O=C(CN1CCN(S(=O)(=O)c2ccc(Br)cc2)CC1)N/N=C/c1ccc(Br)s1	-11	3	0.2	2	1	-12	-1	7	4
COc1ccc(S(=O)(=O)Nc2ccccc2C(=O)N2CCCCC2)cc1C	-3	1	1.8	-2	7	-12	0	22	-1
Cc1ccc(NC(=O)CCNS(=O)(=O)c2ccc(OC(F)(F)F)cc2)c(O)c1	-3	5	1.7	-2	8	2	-3	-10	-8
Cc1ccc(N/C=C(\C#N)c2ccc(OCCCF)cc2)cc1	-2	-1	-0.5	-8	-10	-4	-6	10	5
O=C(OCc1ccccc1)N1CCC2CC1c1cc(N3CCN(S(=O)(=O)c4cccc5ccccc45)CC3)ccc12 (configuration not stated)	-9	1	0.1	1	-2	11	6	2	3
Cc1c(OC(C)C(=O)NCC(O)c2ccccc2)ccc2c3c(c(=O)oc12)CCC3 (configuration not stated)	-4	12	9.4	8	-2	-11	-8	-2	2
COc1ccccc1Nc1c2c(nc3ccccc13)CCC2	-14	4	4.4	-7	4	-35	0	16	-5
CSCC[C@H](NC(=O)COc1cc2c(c3oc(=O)c(C)c(C)c13)CCC(C)(C)O2)C(=O)O	12	-1	-0.1	-4	8	-3	-6	10	0
CCCC(=O)N(Cc1cc2ccccc2[nH]c1=O)c1ccccc1OC	-3	2	1.9	5	1	-21	6	11	4
CN(C(=O)CSc1nnc(-c2ccc(F)cc2)c2ccccc12)C1CCS(=O)(=O)C1 (configuration not stated)	-8	4	-0.8	-1	-2	-22	5	6	13
COc1ccc(-c2nnc(N(C)C(=O)c3cccnc3)s2)cc1	5	3	2.1	1	-2	1	-1	10	2

Reprinted at random: 6 records from the list.
SMILES	M4 antag	CHRM4 agonist	M1 ag parental	CHRM5 agonist	CHRM5 antagonist	CHO-K1 Ca antag	M4 PAM	M1 PAM parental	CHRM5 PAM
COc1ccc(S(=O)(=O)Nc2ccccc2C(=O)N2CCCCC2)cc1C	-3	1	1.8	-2	7	-12	0	22	-1
Cc1ccc(C(=O)N(CCC2=CCCCC2)c2c(N)n(Cc3ccccc3)c(=O)[nH]c2=O)o1	5	0	2.6	-3	2	-12	1	20	7
COc1ccccc1Nc1c2c(nc3ccccc13)CCC2	-14	4	4.4	-7	4	-35	0	16	-5
O=C(O)CN1C2=NCCCN2c2ccccc21	8	0	-0.6	-1	6	15	4	-15	-6
O=C(CN1CCN(S(=O)(=O)c2ccc(Br)cc2)CC1)N/N=C/c1ccc(Br)s1	-11	3	0.2	2	1	-12	-1	7	4
Cc1cccc(NC(=O)c2nc[nH]c2C(=O)NC[C@H](C)O)c1	-10	1	0.7	1	11	1	7	7	-3

Remaining list, next part
SMILES	M4 antag	CHRM4 agonist	M1 ag parental	CHRM5 agonist	CHRM5 antagonist	CHO-K1 Ca antag	M4 PAM	M1 PAM parental	CHRM5 PAM
Cc1ccc2oc(C(=O)NC3CCS(=O)(=O)C3)cc(=O)c2c1 (configuration not stated)	-10	2	1.6	-2	15	-13	6	10	-3
O=[N+]([O-])c1ccc(O)c(N=Cc2sc3ccccc3c2O)c1	-13	1	1.4	1	3	-7	-4	18	0
COc1ccc(NC(=O)c2cc3cc(C)ccc3n2C)c(OC)c1	1	-1	2.1	-4	14	-14	-1	26	3
CC(C)C(C)NC(=O)COC(=O)C1CCN(S(=O)(=O)c2ccc3c(c2)OCCO3)CC1 (configuration not stated)	-12	1	0.2	-1	-5	-1	2	6	2
CCOc1ccc(-n2c(SCC(N)=O)nc3sc4c(c3c2=O)CCN(C)C4)cc1	-5	1	1.1	3	-7	-12	-2	22	4
CCOC(=O)c1ccc(NC(=O)C(=O)NCc2ccncc2)cc1	-10	6	3.3	3	-3	-16	4	3	-6
Fc1ccc(C(c2nnnn2Cc2ccccc2)N2CCSCC2)cc1 (configuration not stated)	-2	1	-0.1	-1	-4	-22	12	21	0
CC#CC(=O)N1CCCC(C(=O)c2ccc(SC)cc2)C1 (configuration not stated)	3	1	0.1	-1	8	13	-6	-20	-11
N#CC1(NC(=O)COC(=O)c2ccc(-c3ccc(O)cc3)cc2)CCCCC1	11	5	2.8	14	2	2	-4	-1	-3
O=c1c2c(-c3cccs3)csc2ncn1/N=C/c1ccc(OC(F)F)cc1	-11	1	0.1	0	-7	3	8	7	3
CCCN(CCC)CCCNC(=S)Nc1ccc2nc(N3CCN(CC)CC3)cc(C)c2c1	15	-1	-0.3	-4	10	4	-16	-17	3
C/C(=N\NC(=O)c1nnn(-c2nonc2N)c1-c1cccs1)c1ccc(O)cc1	-6	6	7.5	5	2	4	1	-8	0
CN(C(=O)c1ccc(NC(=O)Cc2ccc(NC(=O)C3CCN(C(=O)CCc4ccccc4)CC3)cc2)cc1)C1CCCC1	-3	0	1.2	-2	-12	-17	2	13	8
CC1(C)COC(c2coc3ccccc3c2=O)OC1	-1	0	0.0	2	-1	20	2	-13	-1
CCOC(=O)C1(C)CCN1C(=O)c1ccccc1OC (configuration not stated)	6	1	0.3	1	6	-6	11	13	-4
CCN(CCO)C(=O)CC1C(=O)NCCN1Cc1c(F)cccc1Cl (configuration not stated)	-3	1	0.1	-1	-5	1	8	0	8
CC(=O)N1CCN(CC(=O)Nc2sccc2C#N)CC1	0	1	1.2	-2	14	-12	2	14	1
Cc1cccc(C(=O)Nc2nnc(-c3ccco3)o2)c1	2	0	0.2	-1	-4	-4	-5	18	-2
COC(=O)c1cc(=O)nc(NN=C2c3ccccc3-c3ccccc32)s1	-5	0	1.7	3	1	4	-1	4	-4
COc1cccc(C(O)CC(N)=O)c1 (configuration not stated)	0	0	0.3	1	4	1	14	10	-4
COC(=O)c1ccc(S(=O)(=O)NCc2ccccn2)n1C	-21	1	0.4	-7	-2	-10	9	19	0
CC(C)(C)[C@H]1C=C(C(=O)NC2CC2)O[C@@H](OCCCCO)C1	8	1	0.3	1	4	-10	1	6	8
O=C(Cc1c(F)cccc1Cl)Nc1ccc(S(=O)(=O)N2CCOCC2)cc1	3	3	1.2	3	6	-10	-1	3	-7
COc1ccc(NC(=S)N2CCN(Cc3ccccc3)CC2)cc1	-5	1	0.7	-1	-3	1	2	-5	-4
CCN1CCCC1CNC(=O)C1c2ccccc2C(=O)N(CCOC)C1c1ccc(F)cc1 (configuration not stated)	-4	1	0.0	-6	5	3	1	4	-6
